Screening results from PubChem BioAssay.
RBX1-CUL1 inh – blocks human RBX1-Cullin-1 di-ubiquitin formation. in vitro K48 di-Ub FRET, acceptor:donor ratio, 45 min. 140,000 tested, 0.6% active. P62877+Q13616. AID 1347404. inhibition, % at 10 µM; in the data active = inhibition above about 25%
Target sequence (P62877 whole entry, looked up): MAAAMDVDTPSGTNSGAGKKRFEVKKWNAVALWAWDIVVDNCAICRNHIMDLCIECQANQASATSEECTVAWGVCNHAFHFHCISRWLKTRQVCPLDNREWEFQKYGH
Target sequence (Q13616 whole entry, looked up): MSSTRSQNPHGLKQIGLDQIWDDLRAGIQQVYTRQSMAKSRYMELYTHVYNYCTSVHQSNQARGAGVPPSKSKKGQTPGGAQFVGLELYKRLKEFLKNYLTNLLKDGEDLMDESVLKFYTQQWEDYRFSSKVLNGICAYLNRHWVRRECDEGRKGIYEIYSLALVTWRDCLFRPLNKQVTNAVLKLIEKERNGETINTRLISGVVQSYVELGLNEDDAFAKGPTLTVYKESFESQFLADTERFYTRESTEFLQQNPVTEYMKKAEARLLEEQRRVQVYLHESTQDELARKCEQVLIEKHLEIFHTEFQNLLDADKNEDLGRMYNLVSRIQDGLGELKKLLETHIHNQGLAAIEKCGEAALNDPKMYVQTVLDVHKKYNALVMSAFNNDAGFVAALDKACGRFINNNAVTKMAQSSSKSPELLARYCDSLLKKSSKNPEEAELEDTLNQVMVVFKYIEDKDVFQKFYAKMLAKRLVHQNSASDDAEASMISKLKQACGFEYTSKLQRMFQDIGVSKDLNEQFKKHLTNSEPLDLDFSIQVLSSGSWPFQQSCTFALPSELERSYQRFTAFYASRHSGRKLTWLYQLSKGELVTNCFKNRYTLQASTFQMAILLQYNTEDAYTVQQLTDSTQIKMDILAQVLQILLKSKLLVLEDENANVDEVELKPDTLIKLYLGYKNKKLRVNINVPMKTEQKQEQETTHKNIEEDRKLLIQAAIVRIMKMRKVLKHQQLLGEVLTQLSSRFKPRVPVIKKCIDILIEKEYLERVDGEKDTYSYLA
Active calls of the source: *.

RBX1-CUL1 inh	Compound
11	COc1ccc(C(=O)Nc2ccc3c(c2)C(=O)N(C2CCCCC2)C3=O)cc1
2	COc1cc(CNCCO)cc(Cl)c1OCc1ccccc1Cl
8	Cc1ccc(CN(C(=O)c2ccc(F)cc2)c2ccccn2)o1
7	COc1ccc(C(N)=O)cc1S(=O)(=O)N1CCCCC1
-1	CCOC(=O)N1CCN(CC(O)COc2ccc(C(C)C)cc2)CC1 (stereo not given)
7	O=C(COc1ccc(F)cc1F)N1CCN(c2ccccc2)CC1
-7	CSCC(=O)N1CCC2(CCCN(CCc3ccccc3)C2)C1 (stereo not given)
-8	Cc1ccc(NC(=O)CSc2nnc(Cc3ccccc3)n2C)cc1
20	O=C(O)CCCC(=O)Nc1ccc(-c2nnc(-c3ccco3)o2)cc1
15	Cc1cc(C)c(NC(=O)c2cc3c(=O)n4ccccc4nc3n2C)c(C)c1
-6	O=[N+]([O-])c1cc(/C=N\Nc2nccs2)ccc1O
7	CCCCc1nnc(NC(=O)C23CC4CC(CC(C4)C2)C3)s1
3	O=C(c1cc(COc2ccc(-n3cncn3)cc2)on1)N1CCC(N2CCOCC2)CC1
5	CC(=O)C(N=Nc1ccccc1)(Sc1nnc(-c2ccccc2)n1-c1ccccc1)C(C)=O
-15	COc1ccc(C(=O)Oc2ccccc2)cc1OC
2	CCc1ccc(N2C(=O)CC(N3CCC(C(N)=O)CC3)C2=O)cc1 (stereo not given)
5	Cc1cccc(N2CCN(c3ncnc4c3nc3n4CCCCC3)CC2)c1C
2	N#Cc1ccc(OCc2nnc(SCC(=O)Nc3ccc(Br)cc3)o2)cc1
-2	CC(=O)c1c(OCc2ccccc2)ccc2c(C)cc(=O)oc12
1	Cc1ccccc1NC(=O)c1cccs1
-5	Cc1cccc(CNC(=O)CSCc2cnn(-c3ccccc3)c2-n2cccc2)c1
6	O=C(NCc1ccc(Cl)cc1)c1ccc2c(c1)NC(=O)C(CS(=O)(=O)Cc1ccccc1Cl)N2 (stereo not given)
3	CC(=O)Nc1ccc2nc(NC(=O)c3ccc(N)cc3)sc2c1
-5	CCN(CC)Cc1c(C(=O)N/N=C/c2cc(Br)c(O)c(OC)c2)nnn1-c1nonc1N
76*	CCCc1sc(-n2c(C)cc(/C=C3/C(=O)NC(=S)N(C)C3=O)c2C)c(C#N)c1C
2	Cc1cccc(C(=O)NC(c2nnc(SCC(=O)Nc3ccccc3F)n2C)C(C)C)c1 (stereo not given)
6	CCOc1ccc(C2C3=C(CC(C)(C)CC3=O)N(CC(=O)O)C3=C2C(=O)CC(C)(C)C3)cc1
-1	Cc1cccc(C(=O)OC(C)CN2C(C)CCCC2C)c1 (stereo not given)
-2	CC1=NC2=C(C(=O)CC(c3ccccc3)C2)C(c2ccc(Cl)cc2Cl)C1C(=O)Nc1ccc(F)cc1F (stereo not given)
-1	CCOC(=O)c1cnc2c(C)c(Cl)ccc2c1NCCN(C)C
5	COC(=O)c1ccc(NC(=O)N2CCN(c3nnc(C)c4c(C)n(-c5ccccc5)nc34)CC2)cc1
-10	CCN1CCN(C(=O)c2cnc3sc4c(n3c2=O)CCCC4)CC1
13	O=C(c1ccc(Cn2cnnn2)cc1)N1CCCC(CCc2ccccc2)C1 (stereo not given)
9	Cc1nnc(SCc2ccccc2)s1
10	CCCN(CCC)CCCNC(=O)c1cn(C)c2ccc(S(=O)(=O)N3CCOCC3)cc2c1=O
-7	CCc1ccc(-n2nc(C)c3c(C)cc(=O)n(CC(=O)Nc4ccccc4C(=O)OC)c32)cc1
7	O=C(Cc1ccc(N2CCNC2=O)cc1)NCCN1Cc2ccccc2OC(c2ccsc2)C1 (stereo not given)
3	COc1ccc(OCc2nc3c4c(-c5ccccc5)c(-c5ccccc5)oc4ncn3n2)cc1
0	CCOC(=O)c1c(NC(=O)c2ccccc2F)sc(C)c1-c1ccc(OC)cc1
-4	CN(C(=O)c1ccccc1N)C1CCCCC1
-2	COc1ccccc1OCC(=O)NCc1nc(-c2ccc(Cl)cc2)no1
8	Cc1c(C(=O)OC2CCCCCC2)[nH]c2c1C(=O)CC(c1ccc(N(C)C)cc1)C2 (stereo not given)
-3	COc1ccc(C(=O)NCC(c2cccs2)S(=O)(=O)c2ccc(F)c(C)c2)cc1 (stereo not given)
1	COc1ccc(S(=O)(=O)c2c(C(=O)c3ccc(C)c(C)c3)cnc3ccc(C)cc23)cc1
3	Cc1cc(C(=O)Nc2cccc(C(F)(F)F)c2)no1
6	COc1ccc(N=c2scc(-c3ccc4c(c3)OCCO4)n2CCO)cc1
3	CC(=O)c1ccc2c(ccc3ccccc32)c1
3	CCCCCC(=O)Oc1cccc(N2C(=O)C3C4CC(C(Br)C4Br)C3C2=O)c1 (stereo not given)
0	Cn1cc(CN2CCCC(CNC(=O)c3cccnc3)C2)c(-c2ccccc2)n1 (stereo not given)
11	O=S(=O)(NCCc1nnc2ccc(SCc3cccc(Cl)c3)nn12)c1ccccc1
-4	Cn1c(=O)c2cc(C(=O)N3CCN(c4cccc(C(F)(F)F)c4)CC3)sc2c2ccccc21
-8	COc1cc(C2C(C(=O)Nc3ccc(Cl)cc3)C(C)=Nc3nc(SC)nn32)cc(OC)c1OC (stereo not given)
-3	COc1ccc(Cn2c(SCc3ccc(C(=O)NCCc4ccccc4)cc3)nc3cccnc32)cc1
-1	Cc1ccc(N=Cc2cn(C)c3nc(=O)[nH]c(=O)c-3n2)cc1
-7	CC(=O)Oc1ccc(CC(=NC(=O)c2cccc(Br)c2)C(=O)Nc2ccc(C(=O)O)cc2)cc1
6	C=C(C)CSc1nc2sc3c(c2c(=O)n1CC(=C)C)CC(C)(C)OC3
1	CCOc1ccc(Cn2c(CNS(=O)(=O)c3ccc(C(C)(C)C)cc3)nc3cccnc32)cc1
2	COc1ccc(-c2oc(N=Cc3ccc(OC)c(OC)c3)c(C#N)c2-c2ccc(OC)cc2)cc1
6	CCOc1nc(NC(=O)NS(=O)(=O)Oc2ccccc2)nc(-c2ccccc2)n1
1	COc1ccc(CC(=O)N2CCc3c([nH]c4ccccc34)C2c2ccc(SC)cc2)cc1 (stereo not given)

More results:
RBX1-CUL1 inh	Compound
5	O=C(Nc1ccc(S(=O)(=O)NC2CCCCC2)cc1)C(F)(F)F
-1	CCN(CC)C(=O)Cn1c(=O)n(-c2ccc(Cl)cc2)c(=O)c2c3c(sc21)CCC3
0	Cc1ccc(Cn2ncc3c(N4CCN(Cc5ccc(Cl)cc5)CC4)ncnc32)cc1
-11	CCN1CCN(C(=O)c2ccc(NC(=O)c3ccccc3)cc2)CC1
10	COc1cc(Nc2nc3c(S(=O)(=O)c4ccc(C)c(C)c4)nnn3c3ccsc23)cc(OC)c1
6	O=C(NCCNc1ccc([N+](=O)[O-])cc1Cl)c1ccc(F)cc1
-7	Cc1ccc(C(=O)c2sc3nc(C)cc(C(F)(F)F)c3c2N)c(C)c1
-5	CCOc1ccc(CC(=O)Nc2c(C(=O)c3ccc(Cl)cc3)oc3ccccc23)cc1OCC
6	O=C(O)c1sc(Cl)cc1CCc1ccccc1
5	COc1ccc(Cn2ccn(Cc3cccc(Cl)c3)c(=O)c2=O)cc1
0	Cc1cc(C)n(/N=C/c2ccc3c(c2)OCO3)c(=O)c1C#N
6	Cc1ccccc1N1CCN(c2ncccc2CNCc2nccn2C)CC1
3	CCN(CC)S(=O)(=O)c1ccc(-c2csc(=Nc3ccccc3)n2CCOC)cc1
-3	Cc1ccccc1C(OCC1CCCCN1C)c1ccccc1 (stereo not given)
6	FC(F)(F)c1cccc(-c2nnc3sc(C4CC4)nn23)c1
12	CCC(O)c1cc2c(cc1NC(=O)c1cccc(Br)c1)OCCO2 (stereo not given)
-3	COc1cc(OC)c(NC(=O)CSCc2nc(-c3ccc(OC)c(OC)c3)no2)cc1Cl
3	O=c1c2sc3ccccc3c2n(Cc2ccccc2)c(=O)n1Cc1ccccc1
-3	CCN(CC)c1nc(-c2ccc(Cl)cc2)nc2ccccc12
-3	COC(=O)c1ccccc1NC(=O)Cn1cnc([N+](=O)[O-])c1
-3	S=C1NCN(CCc2ccccc2)CN1c1cccc(Cl)c1
-10	Cn1c(=O)oc2cc(S(=O)(=O)CCC(=O)N3CCN(c4cccc(Cl)c4)CC3)ccc21
-10	O=c1[nH]c2cc(Cl)ccc2c(-c2ccccc2Cl)c1Sc1nc2ccccc2[nH]1
-2	CC1CCc2c(sc3c2C(=O)NC(/C=C/c2ccccc2)N3)C1 (stereo not given)
-2	O=C(Nc1cnc2ccccc2c1)NC1CCCC1
-6	Cc1cc(C)nc(SCc2ccc(C#N)cc2Cl)n1
5	C=CCn1c(SCC(=O)NCCCCCC(=O)O)nc2sc3c(c2c1=O)CCC3
6	CCCCn1c(Cl)nc2c1c(=O)n(C)c(=O)n2C
2	CS(=O)(=O)N1CCc2cc(C(=O)NCCc3ccccc3)ccc21
0	COc1ccc(Cc2nnc(NC(=O)C(C)C)s2)cc1

Arranged by SMILES length (rising): part of the list above
RBX1-CUL1 inh	Compound
-2	O=C(Nc1cnc2ccccc2c1)NC1CCCC1
-3	Cc1ccccc1C(OCC1CCCCN1C)c1ccccc1 (stereo not given)
0	COc1ccc(Cc2nnc(NC(=O)C(C)C)s2)cc1
-3	S=C1NCN(CCc2ccccc2)CN1c1cccc(Cl)c1
-3	CCN(CC)c1nc(-c2ccc(Cl)cc2)nc2ccccc12
6	FC(F)(F)c1cccc(-c2nnc3sc(C4CC4)nn23)c1
12	CCC(O)c1cc2c(cc1NC(=O)c1cccc(Br)c1)OCCO2 (stereo not given)
-2	CC1CCc2c(sc3c2C(=O)NC(/C=C/c2ccccc2)N3)C1 (stereo not given)
-3	COC(=O)c1ccccc1NC(=O)Cn1cnc([N+](=O)[O-])c1
3	O=c1c2sc3ccccc3c2n(Cc2ccccc2)c(=O)n1Cc1ccccc1
5	C=CCn1c(SCC(=O)NCCCCCC(=O)O)nc2sc3c(c2c1=O)CCC3
3	CCN(CC)S(=O)(=O)c1ccc(-c2csc(=Nc3ccccc3)n2CCOC)cc1
-10	O=c1[nH]c2cc(Cl)ccc2c(-c2ccccc2Cl)c1Sc1nc2ccccc2[nH]1
-10	Cn1c(=O)oc2cc(S(=O)(=O)CCC(=O)N3CCN(c4cccc(Cl)c4)CC3)ccc21

Going on with the list.
RBX1-CUL1 inh	Compound
-6	CCN(CC)c1ccc(NC(=O)c2cnc3c(-c4ccccc4)c(C)nn3c2C)c(C)c1
8	COc1ccc(CCN2CCCC(CN(C)C(=O)c3cc[n+]([O-])cc3)C2)cc1 (stereo not given)
0	O=C1NCCN1C(=O)c1cccc(Cl)c1
-16	O=C(Cn1nc(C(F)(F)F)cc1C1CC1)NCc1ccc(F)cc1
12	O=C1CC(c2ccccc2)C2=C(CC(c3ccc(F)cc3)CC2=O)N1 (stereo not given)
-3	O=S(=O)(Cc1ccccc1F)Nc1ccc(F)cc1
1	C=CCn1c2ccccc2c2nnc(SC(CC)C(=O)Nc3ccc(S(N)(=O)=O)cc3)nc21 (stereo not given)
8	Cc1ccc(SCC(=O)Nc2ccc3oc(-c4cccc(Cl)c4)nc3c2)cc1
-3	CCCOc1ccc(CC(=O)Nc2ccc(Br)cc2)cc1OC
6	Cn1c(=O)n(C)c2cc(CNC(C)(C)CO)ccc21
-1	Cc1ccc2c(c1)c1c(n2CC(O)Cn2nc(C)cc2C)CCCC1 (stereo not given)
2	Cc1ccc2c(c1)c1c(c(=O)n(-c3ccccc3C)c(=O)n1CC(=O)NCC1CCCO1)n2C (stereo not given)
3	CCN1CCN(CC(O)COc2ccc(CN3CCc4[nH]ncc4C3)cc2OC)CC1 (stereo not given)
14	COc1ccc(CCN2CCC(CN(C)C3CCOCC3)CC2)cc1
0	Fc1ccc(Cc2nnc3sc(C4CCCCC4)nn23)cc1
1	Cc1ccc(C(=O)Nc2ccn(Cc3ccc(F)cc3)n2)o1
-1	Cc1cccc(NC(=O)CSc2nc3c([nH]c4ccccc43)c(=O)n2-c2ccc(F)cc2)c1C
7	COc1ccc(OC)c(/C=N/NC(=O)C(O)c2ccc(Br)cc2)c1 (stereo not given)
0	Cc1oc2cc(OC(C)C)ccc2c(=O)c1Oc1ccccc1F
-18	CNCc1ccccc1Sc1cc(O)ccc1O
7	COc1ccc(S(=O)(=O)N2CCN(C)CC2)cc1C(=O)N1CCCCCC1
-2	Cc1ccc(S(=O)(=O)/C=C/CS(=O)(=O)c2ccc(C)cc2)cc1
-9	O=C(Nc1ccc2c(c1)oc1ccccc12)c1ccc(Br)o1
3	O=C(N/N=C/c1ccc(Br)cc1)c1ccc2c(c1)CN(c1ccccc1)C2
-6	CN(C)c1ccc(C2c3c(n[nH]c3-c3ccccc3)OC(=N)C2C#N)cc1 (stereo not given)
7	CCCN(CCC)Cc1ccccc1Sc1ccc(O)cc1
-3	COc1ccc(-n2c(SCCc3ccccc3)nc3sc4c(c3c2=O)CCCCC4)cc1
-2	CC1CCC(C(C)C)C(OCC(O)CN2CCC(CN3C(=O)c4cccc5cccc(c45)C3=O)CC2)C1 (stereo not given)
5	Cc1ccc(OCC(=O)Nc2ccc3nc(SCC(=O)N4CCCC4)sc3c2)cc1C
2	O=S(=O)(Nc1ccc(Br)cc1)c1ccc(Cl)s1
3	O=C(/C=C/c1ccccc1)N1CCN(Cc2cc(=O)n3nc(-c4ccccc4)sc3n2)CC1
3	CCOc1ccc(C(F)(F)F)cc1NC(=O)c1ccco1
-4	CCc1ccccc1NC(=O)c1nnn(CC(=O)Nc2c(C)cc(C)cc2C)c1N
-7	O=C(Cn1c(=O)n(Cc2ccc(F)cc2)c(=O)c2sc3ccccc3c21)Nc1ccc(F)cc1F
-1	Nc1nc(Oc2ccccc2F)cc(=O)[nH]1
4	Cc1ccc(NC(=O)CSc2ncc(-c3ccccc3)n2C)cc1Cl

A portion of the library; rates above refer to the full screens.
